Screening results deposited in PubChem BioAssay by National Center for Advancing Translational Sciences (NCATS).
RGS12 GoLoco inh = blocks human Gai1 binding to RGS12 GoLoco peptide, red readout. P63096. Gai1:RGS12 GoLoco peptide FP, rhodamine, 10 min. Potency, µM (series often up to 61.6 µM), for inactives: at the highest dose activity, negative = inhibition, hits mostly inhibitors. 0.44% of 230,000 active. AID 880; active means well fitted inhibition curve with a large enough effect, not every such curve was filed as active; inactive means no such curve, though single readings can be large or run the other way; further: on the % scale 0 is the no-effect control and ±100 the full control effect; nearly all actives have a fitted effect of over 30% in size; many of its hits are not listed in these tables
Epigenetic reg = derepresses silenced GFP reporter in murine cells; murine LDR cells, GFP reporter derepression, 30 h; Potency, µM (highest dose often 53.9 µM), for the others: at the top dose GFP activation, usual class: activators; 0.2% of 280,000 active; AID 1865; further: % of control where 0% means no effect; nearly all actives have a fitted effect of over 60% in size
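Readout is the number of GFP-expressing murine LDR cells, counted by cytometry following washing. Cells were treated with compound for 30 h at 37 C; the stably integrated CMV-GFP locus is normally silent.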
KDM4E inh = JMJD2E (human) inhibition. B2RXH2. JMJD2E catalytic domain, FDH-coupled NADH fluorescence (FDH is formaldehyde dehydrogenase). Potency, µM (series often up to 57.1 µM), for inactives: top-dose activity change, negative = inhibition, most hits filed as inhibitors. 1.6% of 230,000 active. AID 2147; active means well fitted inhibition curve with a large enough effect, not every such curve was filed as active; inconclusive means small, poorly fitted or top-dose-only effect, or another doubt; inactive means no such curve, though single readings can be large or run the other way;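 further: 0% = wells with enzyme and -100% = buffer wells without enzyme; nearly all actives have a fitted effect of over 50% in size; many of its hits are not listed in these tables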
Target sequence (B2RXH2 1-337 limits assumed): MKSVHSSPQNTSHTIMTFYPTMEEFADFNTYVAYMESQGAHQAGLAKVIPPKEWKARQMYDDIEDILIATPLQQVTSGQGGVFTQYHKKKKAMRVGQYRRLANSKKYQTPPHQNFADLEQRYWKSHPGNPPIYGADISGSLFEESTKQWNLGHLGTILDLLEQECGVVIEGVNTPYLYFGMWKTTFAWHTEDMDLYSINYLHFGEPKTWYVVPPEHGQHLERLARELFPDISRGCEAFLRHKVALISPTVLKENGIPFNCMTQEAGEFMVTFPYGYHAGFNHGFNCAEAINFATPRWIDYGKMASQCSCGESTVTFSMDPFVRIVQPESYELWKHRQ
IMPase Li inh = membrane-permeable IMPase blocker, potentiated with lithium; AID 1457; CHO-M1 cells, IP1 TR-FRET (IP-One), carbachol + lithium; 0.35% of 210,000 active; Potency, µM (highest dose often 59.4 µM), without a hit: top-dose activity, negative = IMPase inhibition, hits mostly inhibitors;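 further: IP1 builds up when IMPase is blocked and the TR-FRET signal falls; plate controls were basal vehicle for no effect and high inhibitor control for full effect; nearly all actives have a fitted effect of over 50% in size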
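Readout is a homogeneous TR-FRET IP1 immunoassay (Ex 320, Em 665 and 620), where raised cytosolic IP1 lowers signal. Cells were CHO-M1 treated 30 min at 37C with test compounds plus a little lithium; AC50 values came from Hill-equation fitting.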
RECQ1 helicase = blocks DNA unwinding by human RECQ1; P46063; RECQ1 DNA unwinding, red fluorescence kinetic read; Potency, µM (doses to about 57.3 µM), for the others: top-dose activity, negative = inhibition, hits mostly inhibitors; 0.54% of 240,000 active; AID 2549;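 further: plate controls were vehicle for no effect and no enzyme for full effect; nearly all actives have a fitted effect of over 30% in size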
Target sequence (P46063 whole entry, looked up): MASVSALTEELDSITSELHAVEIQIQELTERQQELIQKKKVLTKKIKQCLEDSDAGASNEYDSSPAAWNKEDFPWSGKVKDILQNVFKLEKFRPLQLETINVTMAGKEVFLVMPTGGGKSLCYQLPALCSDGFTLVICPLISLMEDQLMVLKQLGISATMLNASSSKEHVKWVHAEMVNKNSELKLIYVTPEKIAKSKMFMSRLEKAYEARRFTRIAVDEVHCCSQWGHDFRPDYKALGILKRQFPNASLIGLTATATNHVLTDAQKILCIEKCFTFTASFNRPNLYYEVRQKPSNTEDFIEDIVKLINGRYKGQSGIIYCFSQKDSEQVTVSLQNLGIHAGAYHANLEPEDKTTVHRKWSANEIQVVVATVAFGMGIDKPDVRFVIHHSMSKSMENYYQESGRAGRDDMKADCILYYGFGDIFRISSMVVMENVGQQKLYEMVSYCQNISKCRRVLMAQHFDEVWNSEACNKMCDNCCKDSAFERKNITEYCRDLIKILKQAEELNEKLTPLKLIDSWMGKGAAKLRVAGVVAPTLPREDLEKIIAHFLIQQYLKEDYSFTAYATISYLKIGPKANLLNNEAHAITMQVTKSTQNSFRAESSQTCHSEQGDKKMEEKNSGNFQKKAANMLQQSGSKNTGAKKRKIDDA
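RECQ1T1 50 nM; forked duplex (20 bp + 30-nt ss tails) 200 nM, ATP 2 mM final; pH 8.0, 2 mM MgCl2, 2.5 ug/ml poly(dI-dC); 15 min compound preincubation; discontinuous kinetic read over 2 h at RT.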
SMN2 splice enh = SMN2 splice variant enhancement | HEK293 SMN2-luciferase splicing reporter, luminescence, 30-36 h | Potency, µM (highest dose often 46.1 µM), for the others: at the highest dose activity change, positive = activation, usual class: activators | 2.8% of 210,000 active | AID 1458; further: % of control where 0% means no effect; nearly all actives have a fitted effect of over 55% in size
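qHTS luciferase splicing reporter: luminescence rises when SMN2 exon 7 is included in transfected HEK293 cells. Compound exposure lasted 30-36 h at 37C, with 4.5 mM final sodium butyrate as control, followed by a ONE-Glo read.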
NPSR antagonist = blocks cAMP signaling of the human neuropeptide S receptor. AID 1461. 1% of 220,000 active. CHO-NPSR cells, cAMP TR-FRET, antagonist mode. Potency, µM (doses to about 38.3 µM), without a hit: at the top dose activity change, negative = inhibition, usual class: inhibitors; further: on the % scale 0 is the no-effect control and ±100 the full control effect; nearly all actives have a fitted effect of over 50% in size; many of its hits are not listed in these tables
Luc counter = counter-screen: inhibitors of Kinase-Glo firefly luciferase; Q27757; Kinase-Glo luciferase, ATP luminescence, 8 min; Potency, µM (series often up to 38.3 µM), inactives show at the top dose activity change, negative = inhibition, most hits filed as inhibitors; 0.28% of 200,000 active; further: on the % scale 0 is the no-effect control and ±100 the full control effect; nearly all actives have a fitted effect of over 60% in size
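Kinase-Glo luciferase light output from ATP and luciferin was measured with 10 uM ATP, within the enzyme's linear range. Buffer: 50 mM imidazole pH 7.2, 50 mM KCl, 7 mM MgCl2, 0.01% Tween 20, 0.05% BSA; luminescence read after 8 min at ambient temperature.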
Starred values were filed as active, the others as inactive; i = inactive; ? = inconclusive; · = no result given; & = joins results of further samples; [ ] = remark or other dose. Unless noted, the call rests on the fitted dose curve; in most records, active means well fitted curve in the direction sought with a large enough effect; inconclusive means small, poorly fitted or top-dose-only effect, or another doubt; inactive means no such curve, though single readings can be large; an effect the other way counts as inactive or inconclusive. Potency means the concentration at half of the fitted maximal effect. Not all compounds are listed. The share of hits here may be higher or lower than overall.

Values run as follows: RGS12 GoLoco inh	Epigenetic reg	KDM4E inh	IMPase Li inh	RECQ1 helicase	SMN2 splice enh	NPSR antagonist	Luc counter
CCCCC1CCC(/C(N)=N/O)CC1 (stereo unspecified)
    6%	2.4%	-1%	-4%[38.3 µM]	i	-7%	1%[46.1 µM]	-1%
Cc1cc(C)nc(Nc2nc3ccccc3s2)n1
    -4%	-4.1%	0%	-5%	-12%	3.2µM*	-5%	-2%
Cc1ccc(Nc2nc(N)c([N+](=O)[O-])c(N3CCOCC3)n2)cc1
    4%	-1.0%	1%	-7%	13%	?	10%	3%
CCc1nnc(NC(=O)CSc2nnc(-c3ccccc3O)o2)s1
    30%	-4.1%	?	3%	-2%	·	-17%	1%
Cc1nc(-c2cccc(NC(=O)C3CCCCC3)c2)cs1
    3%	0.1%	-12%	3%	i	9%	-8%	3%
O=C(/C=C/c1cccs1)Nc1ccncc1
    13%	-1.3%	-5%	1%	0%	15%	-17%	-5%
COc1ccc(C(=O)N/N=C2/C(=O)c3c(C)cc(C)cc3CC2(C)C)cc1
    8%[14.2 µM]	·	·	18%	·	-10%[9.22 µM]	·	-8%[7.66 µM]
CCCCNC(=O)Nc1cc(C(=O)OC)ccc1C
    -12%	-0.9%	5%	14%[38.3 µM]	-11%	-18%	1%[46.1 µM]	9%
CCc1cc(=O)[nH]c(-n2[nH]c(-c3ccccc3)cc2=O)n1
    2%	-0.2%	-11%	-3%	4%	4%	0%	2%
Cc1cc(/C=C2\C(=N)N3C(SCc4ccccc4)=NSC3=NC2=O)c(C)n1Cc1ccccc1
    -4%	0.8%	-3%	4%[38.3 µM]	1%	-10%	?	-1%
NS(=O)(=O)c1ccc(NC(=S)NC(=O)c2cccnc2)cc1
    5%	-3.5%	-2%	-1%	i	5%	11%	-1%
Cn1c(=O)c2c(nc(N3CCCC3)n2CC(O)CO)n(C)c1=O (stereo unspecified)
    7%	-1.0%	5%	29%[38.3 µM]	-1%	16%	-14%[46.1 µM]	1%
O=C(Nn1nnnc1Nc1ccccc1)C12CC3CC(CC(C3)C1)C2
    -5%	0.0%	-6%	21%[38.3 µM]	-8%	22µM*	-14%[46.1 µM]	1%
CCCCCn1c(CN2CCCCC2C)nc2c1c(=O)n(C)c(=O)n2C (stereo unspecified)
    -1%	1.0%	1%	15%[38.3 µM]	-7%	-14%	-9%[46.1 µM]	4%
O=C(c1ccc(Br)o1)N1CCN(c2ccccn2)CC1
    3%	0.0%	2%	46%[activator][38.3 µM]	7%	-20%	-4%[46.1 µM]	-3%
CC(C)C1C2=C(CC(C)(C)CC2=O)ON1c1ccccc1 (stereo unspecified)
    12%	0.0%	?	27%[38.3 µM]	i	-12%	-15%[46.1 µM]	0%
O=C(Cn1nc(C(F)(F)F)c2c1CCCC2)Nc1ccc2c(c1)OCO2
    6%	-1.0%	5%	28%[38.3 µM]	i	4%	-5%[46.1 µM]	-7%
Cc1ccc(C(C)C)c(OCC(=O)Nn2c(=O)[nH]c3ccccc3c2=O)c1
    4%	-0.9%	2%	-2%	-5%	0%	-7%	-1%
Cc1ccc(-c2nn(C)c(=O)c3ccccc23)cc1S(=O)(=O)NCCN1CCOCC1
    12%	9.5%	8%	4%[38.3 µM]	-5%	-5%	-13%[46.1 µM]	0%
CC1=C(C(=O)N2CCOCC2)C(c2ccc(-c3ccccc3)cc2)NC(=S)N1 (stereo unspecified)
    6%	-2.2%	-1%	-4%	-13%	10%	0%	-1%
COc1ccc(CNc2ccc3c(c2)CCC3)cc1OC
    -8%	0.0%	-6%	21%[38.3 µM]	-9%	-24%	-5%[46.1 µM]	0%
O=C(C1CCCN(S(=O)(=O)c2cccs2)C1)N1CCc2ccccc2C1 (stereo unspecified)
    -8%	-1.1%	-1%	36%[activator][38.3 µM]	9%	·	-17%[46.1 µM]	4%
C=CCC1(N(C(C)=O)c2ccccc2)CCCCC1
    -6%	-1.1%	3%	22%	24%	-15%	-36%	-5%
COc1ccc(N/C(C)=C/C(=O)c2ccccc2)cc1
    -8%	0.0%	-16%	-2%	-2%	13µM*	-1%	-1%
CCOc1ccc(C2=NNC(c3cccs3)=Nc3ccc(OC)cc32)cc1
    11%	1.2%	-1%	28%	1%	4%	-27%[46.1 µM]	-7%
CC(C)OCCCNS(=O)(=O)c1ccc2c(c1)oc(=O)n2C
    11%	0.8%	5%	4%[38.3 µM]	-6%	-7%	-5%[46.1 µM]	2%
O=C1N/C(=C\c2nc3ccccc3s2)c2ccccc21
    5%	13%	8%	·	-6%	·	6%	·
Cc1ccc(N2C(=O)[C@@H]3[C@H](C2=O)C2c4ccccc4C=NN2[C@@H]3C(=O)c2ccc(Cl)cc2)cc1 (stereo partly specified)
    -5%	1.0%	-12%	15%	-4%	-8%	-12%	1%
COCCNC(=O)c1ccccc1NC(=O)c1ccccc1N(C)S(=O)(=O)c1ccc(C)cc1
    4%	-0.7%	5%	-3%[38.3 µM]	i	-10%	-18%[46.1 µM]	2%
CCN(Cc1cc2ccccc2[nH]c1=O)C(=O)C1CCCCC1
    10%	0.0%	?	9%[38.3 µM]	12%	-11%	5%[46.1 µM]	-5%
CCOc1ccc(C(C)NC(=O)Nc2ccccc2C(=O)OC)cc1 (stereo unspecified)
    7%	3.9%	?	13%[38.3 µM]	-10%	-9%	-6%[46.1 µM]	0%
Nc1cc(=O)[nH]c(=O)n1Cc1ccccc1
    3%&2%	-0.1%&2.6%	-4%&5%	-7%&-5%	-7%&3%	-1%&-12%	8%	-4%&-3%
CCNS(=O)(=O)c1ccc(S(=O)(=O)N(Cc2ccccn2)C2CCCCC2)cc1
    6%	0.0%	3%	26%[38.3 µM]	i	-11%	-13%[46.1 µM]	0%
CCn1ncc(C2=NOC(C(=O)Nc3c(C)nn(Cc4ccc(F)cc4)c3C)C2)c1C (stereo unspecified)
    6%	-0.2%	-2%	-9%[38.3 µM]	-12%	-39%[inhibitor]	-15%[46.1 µM]	-3%
Cc1cccc(N2CCN(c3nnc(C(F)(F)F)s3)CC2)c1
    6%	1.0%	7%	·	-3%	·	5%	·
OCCNc1cc(-n2nc(-c3ccccc3)cc2-c2ccccc2)ncn1
    12%	2.2%	-9%	-2%[38.3 µM]	i	-12%	?	-1%
Cn1cccc1/C=N/NC(=O)CNc1cccc2ccccc12
    -1%	0.1%	?	·	-13%	·	-3%	·
Fc1ccccc1N1CCN(Cc2nc(-c3ccc(Cl)cc3Cl)no2)CC1
    10%	0.0%	-3%	5%[38.3 µM]	i	4%	-16%[46.1 µM]	4%
CC(=O)c1c(C)[nH]c(C(=O)OCC(=O)Nc2cccc(S(=O)(=O)N(C)C)c2)c1C
    5%	0.0%	1%	11%	i	-47%[inhibitor]	-1%	-1%
CCOc1cc(C(=O)Nc2c(C)ccc3nsnc23)cc(OCC)c1OCC
    -1%	1.0%	?	7%	13%	-9%	3%	1%
Cc1nc2c(c(=O)n1Cc1ccccc1Cl)c1nc3ccccc3nc1n2Cc1ccco1
    34%[activator]	7.6%	?	30%[38.3 µM]	-4%	4%	13µM*	-1%
CC/C(Cc1ccccc1)=N\NC(=O)c1cc([N+](=O)[O-])cc([N+](=O)[O-])c1
    8%	-5.7%	64%[activator]	1%	-3%	·	-8%	-7%
O=C1C2CC=CCC2C(=O)N1c1ccc(N2CCN(c3ccccn3)CC2)c([N+](=O)[O-])c1 (stereo unspecified)
    -6%	7.5%	0%	9%	i	-19%	-13%	1%
Cc1ccccc1NC(=O)COC(=O)CCc1ccccc1
    -5%	-5.3%	-1%	3%	-13%	8%	10%	-2%

Compounds above that contain a halogen (7):
Values run as follows: RGS12 GoLoco inh	Epigenetic reg	KDM4E inh	IMPase Li inh	RECQ1 helicase	SMN2 splice enh	NPSR antagonist	Luc counter
O=C(c1ccc(Br)o1)N1CCN(c2ccccn2)CC1
    3%	0.0%	2%	46%[activator][38.3 µM]	7%	-20%	-4%[46.1 µM]	-3%
O=C(Cn1nc(C(F)(F)F)c2c1CCCC2)Nc1ccc2c(c1)OCO2
    6%	-1.0%	5%	28%[38.3 µM]	i	4%	-5%[46.1 µM]	-7%
Cc1ccc(N2C(=O)[C@@H]3[C@H](C2=O)C2c4ccccc4C=NN2[C@@H]3C(=O)c2ccc(Cl)cc2)cc1 (stereo partly specified)
    -5%	1.0%	-12%	15%	-4%	-8%	-12%	1%
CCn1ncc(C2=NOC(C(=O)Nc3c(C)nn(Cc4ccc(F)cc4)c3C)C2)c1C (stereo unspecified)
    6%	-0.2%	-2%	-9%[38.3 µM]	-12%	-39%[inhibitor]	-15%[46.1 µM]	-3%
Cc1cccc(N2CCN(c3nnc(C(F)(F)F)s3)CC2)c1
    6%	1.0%	7%	·	-3%	·	5%	·
Fc1ccccc1N1CCN(Cc2nc(-c3ccc(Cl)cc3Cl)no2)CC1
    10%	0.0%	-3%	5%[38.3 µM]	i	4%	-16%[46.1 µM]	4%
Cc1nc2c(c(=O)n1Cc1ccccc1Cl)c1nc3ccccc3nc1n2Cc1ccco1
    34%[activator]	7.6%	?	30%[38.3 µM]	-4%	4%	13µM*	-1%
